Source: PubChem (Sanford-Burnham Center for Chemical Genomics)
APOBEC3A inh – APOBEC3A ssDNA deaminase inhibitors, primary screen, selectivity assay for APOBEC3G inhibitor project, biochemical, FAM/TAMRA oligo cleavage fluorescence | inhibition, % at 20 µM | 0.41% of 330,000 active | DNA dC->dU-editing enzyme APOBEC-3A (Homo sapiens), P31941 | recombinant A3A, FAM/TAMRA ssDNA deamination fluorescence | AID 493011, 2011;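 active means at least 40% inhibition at 20 µM here, with at most 30% in a related deaminase screen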;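 further: plate controls were A3A with DMSO for no effect and wells lacking A3A enzyme for full effect; some results filed as inactive read as strong as hits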
Target sequence (P31941 whole entry, looked up): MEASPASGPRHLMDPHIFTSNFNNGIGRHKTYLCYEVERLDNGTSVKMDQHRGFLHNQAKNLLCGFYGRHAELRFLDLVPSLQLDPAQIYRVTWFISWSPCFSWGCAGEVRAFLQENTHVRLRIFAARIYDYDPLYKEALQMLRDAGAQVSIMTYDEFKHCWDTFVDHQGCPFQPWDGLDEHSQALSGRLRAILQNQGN
hIAP inh – human IAP inhibitors, primary screen, biochemical, luminescence, uHTS; Intestinal-type alkaline phosphatase (Homo sapiens), P09923; purified IAP, CDP-Star luminescence, 30 min; inhibition, % at 10 µM; 0.12% of 330,000 active;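 active means inhibition reaching a set limit with compound at 10 µM in the primary screen, cut at about 35% in these data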;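 further: plate controls were DMSO wells with enzyme for no effect and no-enzyme buffer wells for full effect; values of inactives mirror those of a sister screen read the other way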
mIAP act – activators of mouse IAP, primary screen, biochemical, luminescence, uHTS | 0.24% of 330,000 active | muIAP, CDP-Star luminescence, 30 min; active compounds read high; 1 = vehicle-only enzyme signal, 0 = enzyme-free wells | AID 2805, 2010 | activation factor at 10 µM;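 active means activation factor of at least 2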; further: the source names both 10 and 20 µM as test concentration; values of inactives mirror those of a sister screen read the other way
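System: Mouse IAP enzyme | Also added: CDP-Star substrate | Dosing: Compounds dispensed in DMSO | Schedule: 30 min enzyme-substrate-compound incubation at room temperature | Technique: Chemiluminescence readout | Control set: DMSO-only wells and no-enzyme negative control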
mIAP inh – inhibitors of mouse IAP, primary screen, biochemical, luminescence, uHTS; purified mouse IAP, CDP-Star luminescence, 30 min; inhibition, % at 10 µM; 0.2% of 330,000 active; AID 2806, 2010;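 active means inhibition of at least 40% at 10 µM in the primary screen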;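 further: plate controls were DMSO with enzyme for no effect and no enzyme wells for full effect; values of inactives mirror those of a sister screen read the other way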
hIAP activ – human IAP activators, primary screen, biochemical, luminescence, uHTS. Intestinal-type alkaline phosphatase (Homo sapiens), P09923. purified human IAP, CDP-Star luminescence, 30 min; active compounds read high; 1 = vehicle-only enzyme, 0 = enzyme-free background. activation factor at 10 µM. 0.16% of 330,000 active. AID 2524, 2010;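 active means activation factor of the enzyme at least 2-fold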; further: the source names both 10 and 20 µM as test concentration; values of inactives mirror those of a sister screen read the other way
A3G deaminase – APOBEC3G DNA deaminase inhibitors, primary screen, biochemical, fluorescence, single-stranded DNA substrate, uHTS; 0.28% of 330,000 active; DNA dC->dU-editing enzyme APOBEC-3G (Homo sapiens), Q9HC16; inhibition, % at 20 µM; recombinant A3G, ssDNA deamination FAM/TAMRA fluorescence; AID 493012, 2011;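 active means inhibition of at least 40% at 20 µM, with no more than 30% in the related APOBEC3A deaminase screen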;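 further: plate controls were DMSO wells with A3G for no effect and wells lacking A3G enzyme for full effect; some compounds called inactive have numbers as strong as hits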
Target sequence (Q9HC16 whole entry, looked up): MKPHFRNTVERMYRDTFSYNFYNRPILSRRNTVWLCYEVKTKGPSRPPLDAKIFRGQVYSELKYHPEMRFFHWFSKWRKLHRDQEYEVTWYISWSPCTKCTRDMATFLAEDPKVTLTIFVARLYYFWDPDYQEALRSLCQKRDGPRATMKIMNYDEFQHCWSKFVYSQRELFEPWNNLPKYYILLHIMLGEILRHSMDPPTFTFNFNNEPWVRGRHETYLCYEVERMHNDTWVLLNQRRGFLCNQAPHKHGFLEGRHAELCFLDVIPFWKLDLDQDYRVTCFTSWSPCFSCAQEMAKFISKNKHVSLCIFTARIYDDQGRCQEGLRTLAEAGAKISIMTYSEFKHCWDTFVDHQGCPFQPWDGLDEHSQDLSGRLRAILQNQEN
MPTP inh – mitochondrial permeability transition pore inhibitors, primary screen, biochemical, isolated mouse mitochondria, absorbance; Ca2+ swelling absorbance, 30 min; inhibition, % at 10 µM; 1.4% of 360,000 active;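 active means inhibition of 50% or more, scaled per plate between neutral and stimulator controls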;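 further: 0% = DMSO wells given calcium and 100% = 1 mM EGTA wells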
beta cell repl – inducers of MIN6 beta-cell proliferation, primary screen, ATP luminescence, uHTS | proliferation, % at 10 µM | 0.29% of 330,000 active | AID 2380, 2010 | MIN6 cells proliferation, ATPlite luminescence, 48 h; cells starved in 0.2% serum; 100% = growth in 10% serum;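 active means compounds whose signal lies at least 3.5 SD above the mean of all wells on their plate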;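 further: 0% = DMSO-treated cells in low-serum medium and 100% = 10% serum control; some compounds called inactive have numbers as strong as hits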
ATG4B inhibitor – ATG4B protease inhibitors, primary screen, biochemical, fluorescence, uHTS | ATG4B cleavage of LC3-PLA2, NBD-HPC fluorescence, 1 h | inhibition, % at 8.33 µM | 0.51% of 340,000 active; in the data active means inhibition above about 40%
Target sequence (Q9Y4P1 whole entry, looked up): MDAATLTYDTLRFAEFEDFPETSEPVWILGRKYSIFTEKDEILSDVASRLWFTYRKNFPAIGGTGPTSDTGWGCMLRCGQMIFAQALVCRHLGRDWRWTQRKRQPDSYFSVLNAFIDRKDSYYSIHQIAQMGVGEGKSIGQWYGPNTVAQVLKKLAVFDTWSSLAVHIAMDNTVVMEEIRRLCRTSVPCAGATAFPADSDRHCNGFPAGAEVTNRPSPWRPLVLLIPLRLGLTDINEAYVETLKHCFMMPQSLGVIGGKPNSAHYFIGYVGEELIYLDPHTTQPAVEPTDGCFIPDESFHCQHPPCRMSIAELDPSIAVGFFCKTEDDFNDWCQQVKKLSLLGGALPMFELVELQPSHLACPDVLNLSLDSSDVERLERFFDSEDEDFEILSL
Starred values were filed as active, the others as inactive. Rows are unselected; any-hit rate near 3.3%.

SMILES	APOBEC3A inh	hIAP inh	mIAP act	mIAP inh	hIAP activ	A3G deaminase	MPTP inh	beta cell repl	ATG4B inhibitor
Cc1c(NC(=O)CSc2nc(N)cc(N)n2)c(=O)n(-c2ccccc2)n1C	0	2	1.1	-10	0.98	-3	0.0	2	-11
O=C(NC1CCCN(Cc2ccc(Cl)cc2)C1)c1ccccc1-c1ncc[nH]1 (centres undefined)	1	-26	0.94	6	1.3	0	-1.4	-1	16
CCCN(C(=O)CSc1ncnc2sccc12)c1c(N)n(Cc2ccccc2)c(=O)[nH]c1=O	2	-8	0.96	4	1.1	-7	-1.0	4	-10
COc1ccccc1NC(=O)CS(=O)(=O)c1cccc2nsnc12	-3	-19	1.1	-8	1.2	-6	0.6	-3	6
O=C(/C=C/c1ccc(Cl)cc1)Nc1ccccc1N1CCOCC1	-1	-15	0.92	8	1.2	-2	1.2	0	4
COC(=O)c1sccc1NC(=O)CNC(=O)c1ccccc1	-3	12	1	-5	0.88	-4	-0.2	-1	-3
Cc1noc(COc2ccccc2OCC(N)=O)n1	-1	-14	1.1	-8	1.1	-6	0.8	-3	-4
Cc1cc(C)n2nc(C(=O)NCc3cccc(C(F)(F)F)c3)nc2n1	-6	0	1.1	-10	1	-2	8.7	-4	8
Cc1ccc(/C=C/c2nc3ccccc3c(=O)[nH]2)cc1	-4	11	1	-4	0.89	-3	3.5	-6	-9
COc1ccc(/C=C(\C#N)C(=O)OCC(=O)NC(C)c2ccccc2)cc1 (centres undefined)	-2	12	0.97	3	0.88	-5	1.9	1	1
Cc1ccc(C=Nc2ccccc2C(=O)Nc2ccccc2)cc1	-3	8	1.1	-11	0.92	-13	-0.3	-2	-5
COc1ccc2c(c1)[nH]c1c(=O)n(CCN3CCOCC3)cnc12	-3	0	1	0	1	-6	1.0	1	11
N#C/C(=C(/O)c1ccco1)c1nc2ccccc2[nH]1	0	-11	0.91	9	1.1	-3	-2.0	-3	0
Cc1cc(NC(=O)Cn2nnc(-c3ccccc3N)n2)no1	-5	5	0.99	1	0.95	-10	1.4	-1	-6
C=CCn1c(-c2csc(-c3ccccc3)n2)n[nH]c1=S	-4	-2	0.92	8	1	11	-1.4	6	-8
Cn1c(C(=O)NCc2ccccn2)cc2c(=O)n3ccccc3nc21	3	0	0.94	6	1	3	0.5	-1	8
Cc1cccc(C)c1OCc1cc(C(=O)N(C)Cc2nc3ccccc3[nH]2)no1	4	6	1.1	-13	0.94	10	0.8	-2	25
CCN(C(=O)/C=C/c1cc(OC)c(OC)c(OC)c1)C1CCCCC1	-4	-20	1.1	-8	1.2	-4	1.0	4	-4
CCOP(=O)(OCC)C(NC(=O)/C=C/c1ccc(OC)cc1)c1ccccc1 (centres undefined)	-7	-19	1	-4	1.2	-18	-1.5	0	-4
O=[N+]([O-])c1cccc(/C=C/c2ccncc2)c1	-8	-10	1.1	-8	1.1	-8	0.5	-2	-3
Cc1cc(Nc2ccccc2)nc(N2CCOCC2)n1	-4	5	0.96	4	0.95	-5	0.1	-2	-7
COc1ccccc1C(=O)NCCC(=O)N(C)CC(=O)Nc1ccc(C)cc1	0	2	1	-3	0.98	-4	-2.0	6	-3
O=C(COC(=O)c1cc(-c2ccccn2)nc2ccccc12)Nc1ncc(C(F)(F)F)cc1Cl	-6	-18	0.96	4	1.2	-7	1.0	-4	1
CC(C)COc1ccc(/C(=N/O)c2ccccc2)cc1	8	-2	0.97	3	1	-1	2.7	-4	15
CC(=O)Nc1ccc(S(=O)(=O)N2CCC(C(=O)Nc3nccs3)CC2)cc1	-4	-9	0.9	10	1.1	-4	0.7	-2	2
Cc1cc(C(=O)COC(=O)C2=NNC(=O)CC2)c(C)n1-c1cccc(C(F)(F)F)c1	4	-2	1	-2	1	15	-1.3	-5	-13
CCN(C(=O)COC(=O)c1cccc(S(=O)(=O)N(CC)CC)c1)C1CCS(=O)(=O)C1 (centres undefined)	-1	7	1.1	-9	0.93	0	-0.2	1	-6
COc1ccc(S(=O)(=O)Nc2cccc(F)c2)cc1C	0	-12	1	-3	1.1	-2	0.1	-4	1
CN1CCN(c2cc(-c3cc(O)c4ncccc4c3)ccn2)CC1	-3	-31	1.1	-8	1.3	-7	-0.8	-7	0
O=C1C=C(Nc2ccc(Cl)cc2)CC(c2ccco2)C1 (centres undefined)	1	-2	0.87	13	1	-5	-2.7	2	7
COc1ccc(C=O)cc1CSc1nnc(COc2cccc3cccnc23)o1	-5	-31	1.1	-6	1.3	-6	35	-1	-8
COc1ccc(CN2CC[C@H]3C=CC[C@@H](C(=O)N4CCOCC4)[C@H]3C2=O)cc1OC	-5	3	0.97	3	0.97	-8	-0.1	0	-9
COc1ccc2nc(CNC(=O)C3CCC(=O)N(CCc4ccccc4)C3)[nH]c2c1 (centres undefined)	-1	-29	1	-2	1.3	-7	0.2	-2	22
O=C(Nc1ccnn1C1CCN(Cc2ccc(F)cc2)CC1)C1CC1	4	4	0.99	1	0.96	-3	-0.3	-3	-3
O=C(NCC1OCCc2ccccc21)c1ccc(NC(=O)c2ccc(Cl)cc2Cl)cc1 (centres undefined)	1	-1	1.1	-13	1	2	0.7	-4	26
CCOC(=O)c1sc2nc(C)nc(NCc3ccc(Cl)cc3)c2c1C	-2	11	0.95	5	0.89	-7	7.7	-5	2
Cc1oc(-c2ccc(Cl)cc2)nc1CS(=O)CC(=O)NC1CC1 (centres undefined)	-6	3	0.98	2	0.97	-5	-0.2	0	-8
N#CC1(c2ccccc2)CCCN1C(=O)c1ccc(Br)cc1 (centres undefined)	-2	0	1	-1	0.99	-3	-0.4	-3	3
O=C(Nc1ccc(F)cc1)N1CCCN(c2nccc(C(F)(F)F)n2)CC1	0	4	1.2	-23	0.95	-2	0.3	2	3
Cc1cnc(NC(=O)CSc2nnc(-c3ccccc3)o2)s1	-5	-27	1	-4	1.3	6	1.0	-6	-6
COc1ccc(Nc2nc(-c3ccccc3F)nc3ccccc23)cc1OC	-2	3	0.99	1	0.97	-7	0.6	5	-23
CC(C)(C)NC(=O)C(=O)NNC(=O)c1cccc(F)c1	0	-32	0.95	5	1.3	2	0.4	-2	9
Cc1ccc(S(=O)(=O)N2Cc3ccccc3CC2C(=O)Nn2cnnc2)cc1 (centres undefined)	-4	-25	0.93	7	1.2	-2	0.7	-1	-3
c1ccc(COn2nnc3ccccc32)c(COn2nnc3ccccc32)c1	-4	-26	0.9	10	1.3	-1	2.1	0	17
N#CCCN(CCC#N)S(=O)(=O)c1ccc(C(=O)Nc2nnc(C3=COCCO3)o2)cc1	-5	-4	1	-4	1	-8	0.1	-2	11
Cc1cccc(Nc2nc(N)nc(CN3CCC(C(N)=O)CC3)n2)c1C	0	-3	1	0	1	1	-9.2	1	2
COc1ccc(C(=O)CN2CCN(c3ccc(F)cc3)CC2)cc1	-4	-66	1.1	-5	1.7	-3	3.3	2	-4
O=C(NCCCn1ccnc1)/C(=C\c1cccs1)NC(=O)c1cccs1	-4	-8	1.1	-12	1.1	-3	-0.8	-4	-2
COc1ccc(Nc2cc(C(=O)NCCCN3CCN(C)CC3)c3ccccc3n2)cc1	-1	2	1.1	-8	0.98	-3	-2.2	-1	-4
COC(=O)c1oc2ccccc2c1NC(=O)CN1CCCC1	-5	-17	1	0	1.2	-6	0.1	0	-5
O=C(NCC(=O)N(c1cccc(F)c1)C(C(=O)NC1CCCC1)c1ccncc1)c1ccco1 (centres undefined)	4	-13	1.2	-18	1.1	3	-0.3	-1	3
c1ccc2[nH]c(CSc3nccs3)nc2c1	1	-44	1.1	-9	1.4	1	-2.0	2	7
CCN(CC)CCNC(=O)C1c2cc(OC)c(OC)cc2C(=O)N2CCc3ccccc3C12 (centres undefined)	0	3	1	-4	0.97	-5	-1.6	0	-11
CC(Sc1nnc(C2CC2)n1C)C(=O)Nc1ccc2c(c1)CCC2 (centres undefined)	-1	-10	0.95	5	1.1	-3	-0.6	-3	3
COC(=O)c1cc(NS(=O)(=O)c2ccc(NCc3cccnc3)c(N)c2)cc(C(=O)OC)c1	0	2	1.1	-9	0.98	-5	0.5	-4	-1
COc1ccc2cc3cc(C(=O)Nc4ccccc4N4CCN(C)CC4)oc3nc2c1	0	-23	0.91	9	1.2	-6	26	-4	-16
CC1=C(C(=O)OC(C)C)C(c2ccc(Br)s2)NC(=O)N1 (centres undefined)	-5	4	1	-1	0.96	-9	0.9	-1	-5
NC(=O)COC(=O)c1cc(Cl)cc(Cl)c1N	-2	11	0.96	4	0.89	-6	1.5	2	-5

One compound at a time, as listed above:
COc1ccc2cc3cc(C(=O)Nc4ccccc4N4CCN(C)CC4)oc3nc2c1 across the screens: APOBEC3A inh = 0; hIAP inh = -23; mIAP act = 0.91; mIAP inh = 9; hIAP activ = 1.2; A3G deaminase = -6; MPTP inh = 26; beta cell repl = -4; ATG4B inhibitor = -16
CC1=C(C(=O)OC(C)C)C(c2ccc(Br)s2)NC(=O)N1 (centres undefined) across the screens: APOBEC3A inh = -5; hIAP inh = 4; mIAP act = 1; mIAP inh = -1; hIAP activ = 0.96; A3G deaminase = -9; MPTP inh = 0.9; beta cell repl = -1; ATG4B inhibitor = -5

Filtered by structure, those above with a Cl atom.
SMILES	APOBEC3A inh	hIAP inh	mIAP act	mIAP inh	hIAP activ	A3G deaminase	MPTP inh	beta cell repl	ATG4B inhibitor
O=C(NC1CCCN(Cc2ccc(Cl)cc2)C1)c1ccccc1-c1ncc[nH]1 (centres undefined)	1	-26	0.94	6	1.3	0	-1.4	-1	16
O=C(/C=C/c1ccc(Cl)cc1)Nc1ccccc1N1CCOCC1	-1	-15	0.92	8	1.2	-2	1.2	0	4
O=C(COC(=O)c1cc(-c2ccccn2)nc2ccccc12)Nc1ncc(C(F)(F)F)cc1Cl	-6	-18	0.96	4	1.2	-7	1.0	-4	1
O=C1C=C(Nc2ccc(Cl)cc2)CC(c2ccco2)C1 (centres undefined)	1	-2	0.87	13	1	-5	-2.7	2	7
O=C(NCC1OCCc2ccccc21)c1ccc(NC(=O)c2ccc(Cl)cc2Cl)cc1 (centres undefined)	1	-1	1.1	-13	1	2	0.7	-4	26
CCOC(=O)c1sc2nc(C)nc(NCc3ccc(Cl)cc3)c2c1C	-2	11	0.95	5	0.89	-7	7.7	-5	2
Cc1oc(-c2ccc(Cl)cc2)nc1CS(=O)CC(=O)NC1CC1 (centres undefined)	-6	3	0.98	2	0.97	-5	-0.2	0	-8
NC(=O)COC(=O)c1cc(Cl)cc(Cl)c1N	-2	11	0.96	4	0.89	-6	1.5	2	-5
